proCasp7 act: counter-screen: procaspase-7 (human) activation; activation, % at 8.5 µM; P55210; recombinant procaspase-7, Ac-DEVD-pNA absorbance 405 nm; D23A/D198A/D206A triple mutant, cannot self-cleave; scale: DMSO 0, 5 µM enzyme 100; AID 463210; 330,000 tested, 0.093% active;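 active = percent activation above the screen-wide mean plus 3 SD, cut at about 25% in these data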
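signal = Epi-absorbance of released pNA at 405 nm, two timepoints | assay system = Uncleavable procaspase-7 mutant enzyme | reagent = Ac-DEVD-pNA substrate, 400 µM as added | times = 1 h enzyme–compound preincubation and 2 h substrate reaction, both 25 °C | benchmarks = low DMSO alone, high DMSO plus 5 µM PC-7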
JMJD2C inh: blocks human GASC-1 demethylase activity | AID 2099 | GST-JMJD2C(1-420) H3K9me3 demethylation, DELFIA europium | 330,000 tested, 0.069% active | inhibition, % at 2.35 µM;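 active = more than half of a compound's replicate wells show inhibition beyond 50%, single wells judged on their own value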;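 note: signal counts dimethyl H3K9 product captured on neutravidin plate; 0% = median of DMSO wells and 100% = 0.3 times that DMSO median; strong numbers were not always called active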
Target sequence (Q9H3R0 1-420 limits assumed): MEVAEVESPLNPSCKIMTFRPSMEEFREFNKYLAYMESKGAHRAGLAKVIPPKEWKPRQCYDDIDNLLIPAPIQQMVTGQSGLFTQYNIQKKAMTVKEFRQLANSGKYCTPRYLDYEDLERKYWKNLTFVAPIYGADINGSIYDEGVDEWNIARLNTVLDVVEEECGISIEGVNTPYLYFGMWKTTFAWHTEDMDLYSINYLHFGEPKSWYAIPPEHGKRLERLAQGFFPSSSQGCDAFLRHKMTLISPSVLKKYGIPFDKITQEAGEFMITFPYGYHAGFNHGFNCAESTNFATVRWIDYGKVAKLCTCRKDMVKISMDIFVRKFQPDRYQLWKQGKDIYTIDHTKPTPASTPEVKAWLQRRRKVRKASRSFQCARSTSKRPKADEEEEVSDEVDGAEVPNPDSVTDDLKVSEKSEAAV
Fh CTSL1 inh: blocks F. hepatica cathepsin L1 in PFM18AAP counter-screen; AID 1906; recombinant F. hepatica cathepsin L1, Z-Leu-Arg-MCA fluorescence; 300,000 tested, 0.49% active; inhibition, % at 5.96 µM;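 active = inhibition above the mean of all tested compounds plus 3 SD, set per screening campaign, cut at about 17% in these data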;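 note: 0% = plate median of test compound wells and 100% = 1 µM Z-Phe-Ala-diazomethylketone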
PP1 inh: counter-screen for PP5 inhibitors: inhibitors of human PP1-alpha; P62136; purified PP1alpha, OMFP fluorescence; inhibition, % at 6.7 µM; 320,000 tested, 0.9% active; AID 2235;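 active = inhibition above the mean inhibition of all tested compounds plus 3 SD, computed separately for each screening campaign, cut at about 15% in these data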
Target sequence (P62136 whole entry, looked up): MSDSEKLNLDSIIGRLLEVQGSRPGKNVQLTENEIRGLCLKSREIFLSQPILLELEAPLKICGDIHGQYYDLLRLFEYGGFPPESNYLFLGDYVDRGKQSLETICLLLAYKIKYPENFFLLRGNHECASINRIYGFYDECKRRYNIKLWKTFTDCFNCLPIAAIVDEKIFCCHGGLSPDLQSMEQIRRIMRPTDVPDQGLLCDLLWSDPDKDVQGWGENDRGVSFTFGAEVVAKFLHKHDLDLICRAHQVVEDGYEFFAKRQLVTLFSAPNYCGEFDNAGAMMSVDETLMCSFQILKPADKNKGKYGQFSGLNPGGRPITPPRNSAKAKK
GRK2 inh: blocks RNA aptamer binding to human GRK2. 330,000 tested, 0.59% active. inhibition of aptamer binding, % at 10 µM. bead flow cytometry, FAM-aptamer displacement from GRK2. AID 488847;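 active = inhibition of aptamer binding above 40%, roughly 3 SD of noise, on plates passing a quality check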;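 note: median bead fluorescence of bound FAM aptamer so fluorescent compounds give negative values; no value below 0 was filed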
VLA-4 inh: inhibition in a human VLA-4 binding assay. P13612. VLA-4 expressing cells, ligand binding flow cytometry. inhibition, % (about 7 µM as worked out from the volumes in the protocol). 330,000 tested, 0.2% active. AID 2557; in the data active = inhibition above about 50%
PP5 primary: inhibitors of human protein phosphatase 5 (PP5); AID 1987; 320,000 tested, 0.18% active; purified PP5c, OMFP substrate fluorescence; inhibition, % at 6.7 µM; P53041;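 active = inhibition above the campaign's mean inhibition across all tested compounds plus 3 SD, cut at about 9.5% in these data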;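 note: 0% = DMSO only and 100% = 100 µM cantharidin control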
HCV core dimer: HCV core protein dimerization inhibition. TR-FRET GST/Flag-core106 dimerization, 1536-well. 300,000 tested, 0.33% active. inhibition, % at 5 µM;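 active = inhibition above the mean of all tested compounds plus 3 SD, set per screening campaign, cut at about 45% in these data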
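System – GST-tagged and Flag-tagged HCV core protein residues 1-106 · Repeats – one well for each compound · Technique – TR-FRET 671 and 617 nm emission · Doses – one concentration, 5 µM, in 0.5% DMSO · Times – 4 h, 22.5 °C incubation · Also added – Eu donor and XL665 acceptor anti-tag antibodies · Measure – percent inhibition of core106 dimerization signal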
proCasp3 act: activators of human procaspase-3; 330,000 tested, 0.11% active; activation, % at 8.5 µM; recombinant procaspase-3 D3A, Ac-DEVD-pNA absorbance 405 nm;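 active = activation above the mean of all tested compounds plus 3 SD, cut at about 21% in these data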;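 note: 0% = DMSO alone and 100% = DMSO wells spiked with extra 5 µM PC-3 D3A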
Target sequence (P42574 whole entry D9A/D28A/D175A): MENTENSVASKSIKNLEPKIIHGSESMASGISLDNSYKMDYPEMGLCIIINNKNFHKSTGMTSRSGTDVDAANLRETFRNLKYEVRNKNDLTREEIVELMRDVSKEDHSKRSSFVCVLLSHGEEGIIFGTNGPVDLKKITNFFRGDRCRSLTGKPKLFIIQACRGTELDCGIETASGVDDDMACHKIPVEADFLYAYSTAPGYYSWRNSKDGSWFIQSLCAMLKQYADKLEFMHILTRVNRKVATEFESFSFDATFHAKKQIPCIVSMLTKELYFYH
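assay system = Procaspase-3 D3A mutant | signal = absorbance at 405 nm, 0 and 120 min | times = 1 h preincubation plus 2 h reaction at 25 °C | repeats = single replicate | read-out = % activation between DMSO and enzyme-spiked controls | medium = Zinc-free HEPES saline buffer with Triton X-100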
The depositor's hits bear a star; x = no result given.

SMILES	proCasp7 act	JMJD2C inh	Fh CTSL1 inh	PP1 inh	GRK2 inh	VLA-4 inh	PP5 primary	HCV core dimer	proCasp3 act
C=C(C)C1CC=C(C)/C(=N/NC(=O)CCCNc2cccc(C)c2)C1 (configuration not stated)	-10	1	4	0	0	29	5.5	2	-1
COC(=O)c1ccccc1NC(=O)Nc1cc(C(C)(C)C)on1	-7	2	1	-3	3	10	2.4	0	6
CCOc1ccc(NC(=O)N2CCC(c3nc4ccccc4[nH]3)CC2)cc1	-1	5	-3	-3	0	12	2.9	-5	-1
COC(=O)/C=C/C(=O)NCc1ccco1	0	28	6	-1	3	29	-0.4	2	-7
CC(=O)n1c(-c2ccccc2)c(CO)c2ccccc21	3	4	-2	-2	0	17	2.6	5	0
COc1ccc(/C(O)=C2\C(=O)C(=O)N(c3cc(C)on3)C2c2ccc(OC)c(OC)c2)cc1OC (configuration not stated)	-32	-4	6	4	1	3	-1.2	-6	-14
Cc1cc(Br)c(NC(=O)COC(=O)C2CCCCC2)c(Br)c1	1	-1	x	x	2	7	x	x	4
COc1ccc2c(c1)CCCC21SC(NC(C)=O)=NN1C(C)=O (configuration not stated)	7	0	2	-3	0	-3	1.1	0	-6
Cc1ccc2c(c1)N(CC(=O)N1CCc3ccccc3C1)C(=O)CO2	13	5	-5	-1	1	-2	-1.2	-3	-5
COc1ccc(N(C(=O)C(C)C)S(=O)(=O)c2cccc([N+](=O)[O-])c2)cc1	6	8	-3	-1	1	4	2.6	1	-3
O=[N+]([O-])c1ccc(-n2cc(-c3ccccc3)nn2)cc1	4	28	1	2	0	14	2.9	3	-2
O=C(COC(=O)c1n[nH]c(=O)c2ccccc12)c1ccc(Br)cc1	-4	7	-1	1	1	0	1.0	-1	-5
Fc1ccc(-c2nc3ccccn3c2NCc2ccc3c(c2)OCO3)cc1	3	-5	5	-2	2	-3	2.4	-1	-5
CC(C)Cn1c(-c2ccccc2F)n[nH]c1=S	-24	-5	-4	5	3	6	-3.9	4	-6
COC(=O)c1cc(C(=O)Nc2cc(C)on2)cc([N+](=O)[O-])c1	3	-1	-2	-1	0	4	-1.2	10	6
Cc1cc(-c2cc(C(=O)NCc3ccccc3)on2)nc(NC2CCCC2)n1	4	2	-1	5	1	-25	1.7	6	-1
CC1(C)CC(=O)C(C(=S)Nc2ccccc2)=C(NC2CC(C)(C)NC(C)(C)C2)C1	4	2	0	2	0	27	0.9	-4	0
Cc1ccc(NC(=S)NNC(=O)c2cccc([N+](=O)[O-])c2)cc1Cl	-2	4	1	-2	0	4	2.9	5	2
Cc1ccc(/C=N/NC(=O)c2ccncc2)cc1	-8	-3	-6	-2	1	-4	1.9	-2	-2
O=C(NC1CC2CCCC(C1)N2CC(=O)N1CCCc2ccccc21)C1CCCCC1 (configuration not stated)	3	0	4	1	0	-13	-0.3	0	-1
O=C(NCc1ccccc1)c1ccc(N2C(=O)C3CCCCC3C2=O)cc1 (configuration not stated)	9	-3	-1	0	0	26	0.7	-3	-3
COc1ccc(/C=C/C(=O)NC2CCS(=O)(=O)C2)cc1 (configuration not stated)	6	-7	7	0	0	1	-1.8	-3	10
N#Cc1nc(-c2ccc(F)cc2)oc1N1CCN(C(=O)c2ccco2)CC1	10	6	0	0	0	0	-2.4	-1	3
O=C(NCc1ccc(N2CCCC2=O)cc1)c1cccc(Cl)c1	6	1	-4	-1	6	-7	3.4	4	-7
Cc1cc(C)nc(Sc2ccc(/C=C(\C#N)C(N)=O)o2)n1	-8	5	3	3	4	6	-2.5	-14	-3

Ordered by the number under JMJD2C inh (ascending): some entries from above.
smiles | JMJD2C inh
COc1ccc(/C=C/C(=O)NC2CCS(=O)(=O)C2)cc1 (configuration not stated) | -7
C=C(C)C1CC=C(C)/C(=N/NC(=O)CCCNc2cccc(C)c2)C1 (configuration not stated) | 1
N#Cc1nc(-c2ccc(F)cc2)oc1N1CCN(C(=O)c2ccco2)CC1 | 6

Going on with the list.
SMILES	proCasp7 act	JMJD2C inh	Fh CTSL1 inh	PP1 inh	GRK2 inh	VLA-4 inh	PP5 primary	HCV core dimer	proCasp3 act
O=C(O)C1SCCN1S(=O)(=O)c1ccc2ccccc2c1 (configuration not stated)	-3	31	1	3	0	2	0.0	-1	-8
OCCNc1ncnc2c1sc1nc(N3CCOCC3)c3c(c12)CCC3	2	6	-2	8	0	-6	0.6	2	9
O=C1N/C(=C/c2ccc(N3CCCC3)cc2)C(=O)N1c1ccccc1	3	2	4	23*	2	0	4.1	17	0
COC(=O)N/N=C/c1ccc(-c2ccc(Cl)c(Cl)c2)o1	0	5	6	1	0	13	2.4	-10	-3
Cc1ccc(P(=O)(OCCN2CCOCC2)C(C)(C)C)o1 (configuration not stated)	5	1	0	-1	0	-3	0.9	-1	0
O=C(NCCn1cccc1)c1cccc2ccccc12	-5	-13	-5	-10	0	4	5.0	0	-13
Cc1cc(C)nc(SCC(=O)Nc2ncc(Cc3ccc(Cl)c(Cl)c3)s2)n1	8	2	-1	10	0	4	1.5	7	5
COC(=O)CN(n1cnnc1)S(=O)(=O)c1ccc(C)cc1	-2	3	2	-3	1	4	3.8	-3	-2
CC(C)(C)OC(=O)C[C@@H]1C/C=C\C[C@@H](CC(=O)N(CCO)Cc2ccccc2)C(=O)N2CCC[C@H]2COC1=O	7	x	x	x	2	-8	x	x	4
O=C(COC(=O)/C=C/c1ccc(C(F)(F)F)cc1)NC1CC1	-1	-11	0	-3	0	0	-0.5	6	-4
O=C(C1CCC(=O)N1Cc1ccccc1Cl)N1CCN(c2ccc(F)cc2)CC1 (configuration not stated)	-1	-1	3	-4	1	2	1.3	6	-2
CCOC(=O)c1c(NC(=O)CSc2nnc3c(n2)[nH]c2ccc(F)cc23)sc(C(C)=O)c1C	-15	x	7	-4	0	2	2.2	4	0
CCOc1ccc(NC(=S)N2CCC(N(C)CCN3CCOCC3)CC2)cc1	-4	-3	-4	1	0	6	-6.0	-2	1
N#Cc1c(-c2ccccc2)cc(-c2ccccc2)nc1SCc1nnc(-c2ccccc2)o1	3	3	-2	1	0	9	0.2	-2	1
COc1cc2sc(C)nc2cc1C	3	3	7	-1	3	4	0.9	2	3
CCN(c1ccccc1)S(=O)(=O)c1ccc(NC(=O)c2ccco2)cc1	-3	3	-15	-1	0	12	0.6	10	-2
COc1ccccc1NC(=O)CCC(=O)OCc1cccc([N+](=O)[O-])c1	-11	-4	-25	-3	3	24	0.0	2	3
O=C(Nc1cccc(-c2nnc(-c3ccco3)o2)c1)C(c1ccccc1)c1ccccc1	-7	4	-4	5	1	11	6.9	22	10
O=[N+]([O-])c1ccc2c(c1)nc1n2CCN(CC2CCCO2)C1 (configuration not stated)	-1	-2	5	-2	4	2	-0.5	-3	-1
COc1cc(N=Nc2cccc(S(N)(=O)=O)c2)c2ccccc2c1N	-14	-10	1	8	3	-181	5.7	-50	-29
CC1CCCN(S(=O)(=O)c2ccc(NC(=O)CN3C(=O)NC(C)(c4ccccc4)C3=O)cc2)C1 (configuration not stated)	7	-4	0	0	2	0	2.8	7	4
O=c1cc2c(nn1Cc1ccc(Cl)cc1Cl)-c1ccccc1CC2	2	-12	5	6	0	2	4.3	8	-3
O=C(CCSc1nnc(-c2ccc(O)cc2)o1)N1CCOCC1	4	-9	-3	-2	3	-2	3.0	-2	-5
C=CCOc1nc(-c2ccccc2Cl)nc2ccccc12	4	2	12	-2	0	-7	-2.2	-5	-8
COc1cc2c(cc1OC)C(C)N(CCN1C(=O)c3ccccc3C1=O)CC2 (configuration not stated)	6	4	-3	-1	0	44	7.5	-5	4

Random excerpt: four entries already listed, in no set order.
SMILES	proCasp7 act	JMJD2C inh	Fh CTSL1 inh	PP1 inh	GRK2 inh	VLA-4 inh	PP5 primary	HCV core dimer	proCasp3 act
COC(=O)N/N=C/c1ccc(-c2ccc(Cl)c(Cl)c2)o1	0	5	6	1	0	13	2.4	-10	-3
Cc1ccc2c(c1)N(CC(=O)N1CCc3ccccc3C1)C(=O)CO2	13	5	-5	-1	1	-2	-1.2	-3	-5
OCCNc1ncnc2c1sc1nc(N3CCOCC3)c3c(c12)CCC3	2	6	-2	8	0	-6	0.6	2	9
COC(=O)/C=C/C(=O)NCc1ccco1	0	28	6	-1	3	29	-0.4	2	-7

Further structures:
SMILES	proCasp7 act	JMJD2C inh	Fh CTSL1 inh	PP1 inh	GRK2 inh	VLA-4 inh	PP5 primary	HCV core dimer	proCasp3 act
COc1ccc(Nc2nc(N3CCOCC3)nc(N3CCOCC3)n2)cc1Cl	5	8	-3	-3	2	5	1.4	4	-2
OCC1(Cc2ccccc2)CCCN(C2CCCC2)C1 (configuration not stated)	-3	-16	1	-5	0	-2	-1.6	-7	-5
Cc1ccc(S(=O)(=O)/N=C(/Nc2ccc3[nH]c(=O)[nH]c3c2)c2ccccc2)cc1	-7	-4	15	-2	4	0	1.5	-14	2
O=[N+]([O-])c1ccc(-c2nnc(S)n2-c2ccccc2)cc1	-7	-6	1	-1	0	14	2.3	0	10
CC(=O)Nc1ccc(C(=O)OCCC(C)C)cc1	11	4	0	-1	0	1	2.9	4	6
Brc1ccc(-c2nc3ncccn3c2Nc2ccc3c(c2)OCCO3)o1	7	-8	0	-3	0	25	1.4	-16	3
COC(=O)c1cc2ccsc2n1Cc1cc(=O)n2ccccc2n1	-5	0	3	0	5	1	-1.4	5	4
CCN(c1ccc2c(c1)OCO2)S(=O)(=O)c1cc(Br)cc2c1N(C(=O)C1CC1)CC2	5	-2	-3	5	0	14	2.5	13	5
Cn1ccc(=Nc2ccc(NC(=O)c3ccc(N=c4ccn(C)c5ccc([N+](=O)[O-])cc45)cc3)cc2)cc1	0	-32	1	3	0	16	-0.1	13	3
COc1ccc(C(=O)Nc2sc3c(c2C(=O)O)CC(C)(C)OC3)cc1	1	1	-1	-4	0	0	0.1	0	4
CC(C)c1ccc(C(=O)NN2CCOCC2)cc1	1	-6	-1	-1	0	-10	1.1	0	-7
O=C(c1ccco1)N1CCCC(c2nc3c(nnn3Cc3cccc(Cl)c3)c(=O)[nH]2)C1 (configuration not stated)	9	1	0	0	4	0	0.5	1	-4
CCOC(=O)N/N=C/c1c(C)c(C(=O)c2ccc(F)cc2)n2ccccc12	1	1	0	1	1	-4	0.5	-3	6
CCOC(=O)c1c(NC(=S)NC(=O)c2ccc(Cn3cc(Cl)cn3)o2)sc2c1CCC(C)C2 (configuration not stated)	16	-11	1	-1	2	9	0.4	1	9
CCC(C)NC(=O)c1cnn2c1NC(c1cccs1)CC2C(F)(F)F (configuration not stated)	-1	-5	4	-4	4	-11	0.8	-3	3
Cc1cc2occ(CC(=O)N(C)CC(=O)Nc3ccc(F)cc3)c2cc1C	7	-1	0	-3	0	-2	0.3	1	-8
Cc1ccnc(N(C(=O)Nc2ccccc2)C2=NCC(C)(C)S2)c1	6	6	-4	-9	3	3	2.5	0	-11
CCOc1ccc2ccccc2c1/C=N/NC(=O)c1cc(C)[nH]n1	2	2	0	1	4	-6	0.4	-3	-1

No enrichment for hits; about 2.6% have a hit in one of these screens.
